Screening results: PubChem, several laboratories
RmlCD inh mix = inhibitors of RmlC and RmlD coupled enzymes; RmlC/RmlD coupled enzyme inhibition, 384-well mixture HTS; inhibition, % at 5.5 µM; hit rate 0.39% among 110,000; AID 1532; in the data active = inhibition above about 30%, passing the limit was not always enough; inconclusive = no clear call, values can overlap the other calls; also: strong numbers were not always called active
HIV RNase H inh = inhibitors of HIV-1 reverse transcriptase RNase H. P04585. RT-RNase H RNA/DNA duplex cleavage, fluorescence. inhibition, % at 10 µM. hit rate 1.9% among 65,000. AID 565; in the data active = inhibition above about 50%
* = called active by the depositor; ? = inconclusive; / = no result given. A portion of the library; the hit share may differ from the screen's.

SMILES	RmlCD inh mix	HIV RNase H inh
COc1ccc(NC2=C(C(C)=O)C(c3ccc(OC)c(OC)c3)C(C(C)=O)C(C)(O)C2)cc1 (stereo not given)	5	/
Cc1cccc(CN2CCCC(C(=O)N3CCc4ccccc4C3)C2)c1 (stereo not given)	-11	/
Cc1cc(C)c(C#N)c(=N)o1	/	93*
CCOC(=O)N1CCC(N2CCN(S(=O)(=O)c3ccc(C)cc3)CC2)CC1	-13	/
CCOC(=O)c1ccc(NC(=S)Nc2ccc(Br)cc2N)cc1	10	/
Cc1ccc(C(=O)N2CCN(c3ccccc3)CC2)cc1C	5	7
Cc1cc(C)n2nc(C(=O)Nc3cccnc3)nc2n1	6	-14
CC(=O)Nc1ccc(S(=O)(=O)NNC(=O)c2cc3c4ccccc4n(C)c3s2)cc1	9	/
Cc1cnc(NC(=O)CSc2nnc(-c3cccs3)n2C)s1	-2	-14
N#Cc1c(NCCO)nc(NCc2ccccc2)c2c1CCN(Cc1ccccc1)C2	-1	-20
Cn1c(NC(=O)CC2CCCCC2)cc(=O)n(C)c1=O	1	-3
Cc1ccc(-c2cc(C(=O)NCCCn3ccnc3)c3cc(Br)ccc3n2)o1	-15	78*
Brc1ccccc1CN1CCC(N2CCCCC2)CC1	-6	-8
CCCCOc1ncnc2c1[nH]c1ccc(OC)cc12	-11	/
CS(=O)(=O)N(CC(=O)Nc1ccc2c(c1)OCCO2)c1ccc2c(c1)OCO2	2	4
CCO[C@H]1OC(C(=O)O)=C[C@@H](c2csc3ccccc23)[C@@H]1CCCO	-10	/
CCN1N=C(c2ccccc2)Cn2c1nc1ccccc12	-131	/
N#CC(c1ccc(Cl)cc1)c1ncc(C(F)(F)F)cc1Cl (stereo not given)	10	/
O=C(Nc1cc(Cl)ccc1Cl)C1CC(=O)N(c2ccc(Br)cc2)C1 (stereo not given)	-18	/
O=S(=O)(Nc1ccc(N2CCOCC2)cc1)c1cccs1	10	12
CC(=O)Nc1ccccc1-c1nnc(SCc2ccccc2Cl)[nH]c1=O	0	/
CC(=O)C1=C(C)OC(N)=C(C#N)C1c1ccco1 (stereo not given)	5	3
CC1CCc2c(nc3nc[nH]n3c2=O)C1 (stereo not given)	8	/
C=CCN1CC[C@]23c4c5ccc(O)c4O[C@H]2/C(=N/NC(=O)c2ccccc2)CC[C@@]3(O)[C@H]1C5	6	/
CC(C)(C)c1ccc(C(=O)/C=C2\NC(=O)CS2)cc1	13	-3

In the list so far, 2 have a furan ring, fused or not:
SMILES	RmlCD inh mix	HIV RNase H inh
Cc1ccc(-c2cc(C(=O)NCCCn3ccnc3)c3cc(Br)ccc3n2)o1	-15	78*
CC(=O)C1=C(C)OC(N)=C(C#N)C1c1ccco1 (stereo not given)	5	3

Quoted from the listing:
RmlCD inh mix, `CCOC(=O)N1CCC(N2CCN(S(=O)(=O)c3ccc(C)cc3)CC2)CC1` is entered as -13
RmlCD inh mix, `Cc1ccc(C(=O)N2CCN(c3ccccc3)CC2)cc1C` is entered as 5
RmlCD inh mix, `COc1ccc(NC2=C(C(C)=O)C(c3ccc(OC)c(OC)c3)C(C(C)=O)C(C)(O)C2)cc1` (stereo not given) is entered as 5

Next results
SMILES	RmlCD inh mix	HIV RNase H inh
O=c1c2c(nc3n1CCCCC3)-c1ccccc1CC21CCCC1	-9	-17
CCOC(=O)c1cnc(-n2nc(C)cc2C)nc1Nc1cccc(C(C)=O)c1	6	-1
COc1cccc(NC(=O)Nc2nnc(N3CCCCC3C)s2)c1 (stereo not given)	/	5
Cc1ccc2c(c1)NC(=O)C(CC(=O)NCc1cccnc1)O2 (stereo not given)	8	17
O=[N+]([O-])c1cc(C(F)(F)F)ccc1Sc1ccc2ccccc2n1	-9	/
Cc1nn(C)c(C)c1NC(=O)Nc1cccc(C(F)(F)F)c1	5	/
COc1cccc(C(c2c(O)nc(SC)n(C)c2=O)c2c(O)nc(SC)n(C)c2=O)c1	11	/
CCC(C)NC(=O)CSc1nnc(-c2ccoc2C)n1CC1CCCO1 (stereo not given)	-15	/
COc1ccc(OC)c(-c2cc(C(=O)Nc3cc(C)n(Cc4ccc(Cl)cc4)n3)no2)c1	-27	0
Cn1c(SCc2nc(-c3ccccc3)no2)nnc1-c1ccco1	4	/
Cc1nn(C)cc1C(=O)NNC(=S)Nc1ccc(Cl)cc1	8	/
Cc1cc(C)c2nc(NC(=O)C3CCCO3)sc2c1 (stereo not given)	-4	/
COc1c2ccoc2nc2c(OC)cccc12	-4	/
CSc1ncc(Cl)c(C(=O)Nc2sc3c(c2C(=O)NCc2ccco2)CCCC3)n1	1	/
COc1ccc(-c2nc(N3CCC(C)CC3)[nH]c(=O)c2C#N)cc1	3	/
N#Cc1ccccc1NCc1ccccc1	4	-38
Cc1ccc(NC(=O)Cn2c(=O)n(CCCCC(=O)NCc3ccco3)c(=O)c3ccccc32)cc1	4	-13
COc1ccc(OC)c(NC(=O)CN2CCC(C(=O)c3ccc(C)cc3)CC2)c1	11	-1
CCCN1CCN(C(=O)c2cccc3c2C(=O)N(CCOC)C3)CC1	6	-6
COc1cc(CCCN2C(=S)NC[C@H]2Cc2ccc(O)cc2)cc(OC)c1OC	-57	/
COc1cc(/C=N\NC(=O)c2ccc(=O)[nH]n2)cc(OC)c1OC	-13	/
O=C(Cn1c(=O)[nH]c2ccsc2c1=O)NC1CCCCC1	-11	3
Cc1c(C(=O)NCc2ccccc2)c(-c2ccccc2)nn1-c1ccccc1	6	/
CCc1nc(SCC(=O)NNC(=O)C(C)C)c2ccccc2n1	2	/
CC(C)CNC(=O)NC(=O)COc1ncnc2sccc12	-12	/

Reprinted from the part before: 6 entries, then new ones.
SMILES	RmlCD inh mix	HIV RNase H inh
COc1cc(CCCN2C(=S)NC[C@H]2Cc2ccc(O)cc2)cc(OC)c1OC	-57	/
COc1cc(/C=N\NC(=O)c2ccc(=O)[nH]n2)cc(OC)c1OC	-13	/
O=C(Cn1c(=O)[nH]c2ccsc2c1=O)NC1CCCCC1	-11	3
Cc1c(C(=O)NCc2ccccc2)c(-c2ccccc2)nn1-c1ccccc1	6	/
CCc1nc(SCC(=O)NNC(=O)C(C)C)c2ccccc2n1	2	/
CC(C)CNC(=O)NC(=O)COc1ncnc2sccc12	-12	/
Cc1[nH]nc2c1C1(C(=O)Nc3ccc([N+](=O)[O-])cc31)C(C#N)=C(N)O2 (stereo not given)	-11	/
Cc1ccc(NC(=O)CN2C(=O)COc3ccc(C)cc32)nc1	-10	2
O=C(CCCSc1nc2ccccc2s1)NC1=NCCS1	9	-18
COC(=O)CN1C(=O)COc2ccc(Cl)cc21	-6	-6
O=C(NCc1ccco1)C1CCN(c2nc3ccccc3n2Cc2ccccc2F)CC1	-9	/
CCOC(=O)c1ccc(NC(=O)C(CC)CC)cc1	3	-2
CCn1c(SCC(=O)Nc2ccc(NC(=O)c3ccco3)cc2)nnc1-c1cccs1	-13	/
COc1ccc(-n2c(Cc3cccn3C)nnc2SCC(=O)NC2CCCC2)cc1	?	5
O=C(c1ccc(NS(=O)(=O)c2cccc3cccnc23)cc1)N1CCOCC1	-8	-3
Cc1ccc(-c2nn(C(C)(C)C)c3ncnc(N)c23)cc1	10	/
CC(C)N(CCO)C(=O)C(c1ccccc1)c1ccccc1	-6	-2
O=C(Nc1c(C(=O)NCc2ccco2)cnn1-c1ccccc1)c1cccc(F)c1	-2	-13
CCNc1nc(NCC)n2c(SCC(=O)O)nnc2n1	-8	-1
CCCOc1ccccc1Cn1c(=O)oc2ccc(C)cc21	-5	-77
CC(C)CCNC(=O)CN(CC1CCCO1)C(=O)CCC(=O)Nc1nccs1 (stereo not given)	-6	0
CC(=O)N1CC(=O)N(OCc2ccccc2)C1c1ccc(Cl)cc1Cl (stereo not given)	-12	/
CCCCCn1c(=O)[nH]c2cc(C(=O)O)ccc2c1=O	3	-15
CN1CCc2c(c3c(n2C)CCN(C)[C@H]3c2ccccc2F)[C@@H]1c1ccccc1F	-8	/
CC(C)C1C(c2ccccc2)N(C)C(c2ccccc2)CC1(O)c1ccccc1 (stereo not given)	-8	/
O=C(O)CCn1c(SCc2ccccc2)nc2ccccc21	2	0
O=c1[nH]c2cc(Cl)cc(Cl)c2[nH]c1=O	9	6
Cc1ccc(C(=O)Nc2ccc3c(c2)CCC3)o1	6	-1
COc1ccc(CC(=O)OCC(=O)Nc2ccc(Cl)cn2)cc1	-12	/
CCN(CC)S(=O)(=O)c1ccc2c(c1)nc(SCn1nnc3ccccc3c1=O)n2CC	1	4
COc1ccc(OC)c(S(=O)(=O)NCc2cccnc2)c1	-11	-2

Next part; it opens with the three that closed the last part.
SMILES	RmlCD inh mix	HIV RNase H inh
COc1ccc(CC(=O)OCC(=O)Nc2ccc(Cl)cn2)cc1	-12	/
CCN(CC)S(=O)(=O)c1ccc2c(c1)nc(SCn1nnc3ccccc3c1=O)n2CC	1	4
COc1ccc(OC)c(S(=O)(=O)NCc2cccnc2)c1	-11	-2
COCC(C)NC(=O)c1cc(-c2ccccc2OC)on1 (stereo not given)	5	-18
COc1ccccc1C(c1nnnn1CCc1ccccc1)N1CCCCCC1 (stereo not given)	-11	/
O=C(O)C1CC=CCC1C(=O)NCc1ccc2c(c1)OCO2 (stereo not given)	3	/
CCOC(=O)CSC1=C(C#N)C(c2ccc(Cl)cc2)CC(=O)N1 (stereo not given)	5	-13
COc1cccc(-c2cc(C(=O)N3CCN(C(c4ccccc4)c4ccccc4)CC3)no2)c1	1	-2
Cc1cc(C)nc(SCC(=O)N2CCOCC2)n1	-11	-1
COC(=O)C1=C[C@@H](C(=O)OC)C2C3=C(C(=O)C24CCCCC4)[C@H](C)n2c(=O)n(C)c(=O)n2[C@@H]3C1 (stereo not given in full)	4	/
COc1ccc2nc(SCC(=O)c3ccco3)[nH]c2c1	7	/
O=C(CSc1nc(O)c(C2CCCCC2)c(=O)[nH]1)Nc1ccc(Cl)cc1	-1	-2
Cn1c(NC(=O)c2cc(-c3ccc4c(c3)OCO4)nc3ccccc23)cc(=O)n(C)c1=O	/	1
COc1ccc(O)c(-c2cn[nH]c2-c2cccs2)c1	6	-26
O=C(Nc1ccc2c(c1)OCCO2)C1CCCN(S(=O)(=O)c2cccnc2)C1 (stereo not given)	6	-20
COc1ccc(CN2CCN(Cc3ccccc3)CC2)c(OC)c1	-11	-10
Cc1cc(C(=O)OCC(=O)N(C)C2CCS(=O)(=O)C2)c(C)n1-c1ccccc1 (stereo not given)	9	4
O=C1C(C=NCCCN2CCOCC2)=C(O)c2ccccc21	14	-5
CC1C(O)=C(c2nc3ccccc3[nH]2)C(=N)N1c1ccccc1 (stereo not given)	-9	1
O=C(CSc1nnc(SCc2ccc(Cl)cc2)s1)N1CCN(C(=O)c2ccco2)CC1	13	-19
C#CCNC(=O)C1=C[C@H](c2ccc3c(c2)OCO3)C[C@H](OCCCCO)O1	-11	/
Cc1nn(-c2cccc(C(=O)O)c2)c(C)c1Oc1ccccc1O	6	-4
C=CCN1C(=O)C(C)(C)N(C(C)=O)c2ccccc21	/	-8
Cc1oc(-c2ccccc2F)nc1CS(=O)CC(=O)NCc1ccc2c(c1)OCO2 (stereo not given)	0	-7
Cc1ccc(-n2nnc3c(=O)n(CC(=O)NCc4ccccc4)cnc32)cc1	4	/
COc1ccc(CCN(C)Cc2ccc(OC)c(OCc3ccccc3)c2)cc1OC	16	/
Cc1ccc(NC(=O)CC(C)N2CCCC2)cc1 (stereo not given)	-8	/
CC(C)OCCCNc1nc2c(c(=O)n(Cc3ccccc3F)c(=O)n2C)n1C	8	10
(list continues)
SMILES	RmlCD inh mix	HIV RNase H inh
Cc1cc(C(=O)COC(=O)C2=COCCO2)c(C)n1-c1ccc2c(c1)OCO2	8	-28
O=C(Cn1c(=O)sc2ccccc21)Nc1nc2c(s1)CCCC2	/	-3
CC1CC(Nc2ccccc2N)=CC(=O)O1 (stereo not given)	3	/
CCOc1ccccc1C1C(C#N)=C(N)Oc2cc(C)n(Cc3ccccn3)c(=O)c21 (stereo not given)	5	1
COC(=O)c1ccc(N2C(=O)CC(Sc3n[nH]c(C)n3)C2=O)cc1 (stereo not given)	-15	24
CSc1nccc(-c2nn(-c3ccc(C)cc3)ccc2=O)n1	3	/
CCOc1c2ccc(C(=O)N[C@H](C)C3CCCCC3)cc2nn1CC	-3	/
CCOC(=O)C1C(c2cc(OC)c(OC)c(OC)c2)NC(=S)NC1(O)C(F)(F)F (stereo not given)	9	/
Cc1[nH]nc(-c2ccc(OCc3cnn(-c4ccccc4)c3)cc2O)c1Oc1ccc(F)cc1	-12	/
Nc1ccccc1NC1=CC(=O)CC(c2ccco2)C1 (stereo not given)	/	12
CCc1c(C)nc2ncnn2c1N1CCCC(C(=O)NCc2ccco2)C1 (stereo not given)	13	2
COc1ccc(/C=N/NC(=O)c2ccccc2Cl)cc1CSc1nc2ccccc2s1	-16	/
O=C1c2cccnc2C(=O)N1c1ccccc1-c1ccccc1	9	-1
CCc1nnc(NC(=O)c2cc(S(=O)(=O)N(CC)CC)ccc2Cl)s1	4	/
Cc1cccc(NS(=O)(=O)c2cccs2)c1	9	/
COC(=O)c1cc(OC)c(OC)cc1NC(=O)CC1CCCCC1	5	-15
N#Cc1c(-c2cccnc2)c2c([nH]c1=S)CCCC2	-14	90*
O=c1[nH][nH]c(-c2ccccc2)c1C=Nc1ccccc1Cl	-3	/
Cc1ccccc1C(=O)Nc1cccc(NC(=S)NC(=O)c2cccs2)c1	6	/
COC(=O)c1ccccc1NC(=O)C1CCCN(S(=O)(=O)c2ccccc2)C1 (stereo not given)	13	-26
CCS(=O)(=O)c1ccc2oc(Nc3cc(C)cc(C)c3)nc2c1	4	/
